# Source: PubChem BioAssay (Broad Institute)
# STK33 kinase inh = inhibitors of human STK33 kinase; Q9BYT3; purified STK33, MBP phosphorylation, ADP-Glo luminescence; inhibition, % at 10 µM; actives 0.073% (n = 320,000); AID 2661;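 active = inhibition at or above 25%, using the most active replicate where run in duplicate; inactive = inhibition below 25%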
# Target sequence (Q9BYT3 whole entry, looked up): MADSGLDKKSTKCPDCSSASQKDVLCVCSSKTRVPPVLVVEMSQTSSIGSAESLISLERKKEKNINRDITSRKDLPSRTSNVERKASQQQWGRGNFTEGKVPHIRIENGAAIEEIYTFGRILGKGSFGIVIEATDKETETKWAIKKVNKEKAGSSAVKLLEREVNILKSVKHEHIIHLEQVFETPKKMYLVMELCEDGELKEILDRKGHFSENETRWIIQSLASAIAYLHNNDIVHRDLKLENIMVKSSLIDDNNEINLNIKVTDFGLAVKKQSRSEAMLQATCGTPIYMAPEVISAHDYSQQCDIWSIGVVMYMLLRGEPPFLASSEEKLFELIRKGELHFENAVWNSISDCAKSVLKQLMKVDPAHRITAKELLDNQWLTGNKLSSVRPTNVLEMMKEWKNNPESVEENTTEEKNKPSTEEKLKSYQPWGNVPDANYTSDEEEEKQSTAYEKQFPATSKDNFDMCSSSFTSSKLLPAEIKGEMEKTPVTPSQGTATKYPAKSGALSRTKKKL
# * marks the source's active call; other numbers are inactive results. These rows are one share of the data, so the mix of outcomes need not match the whole.
SMILES,STK33 kinase inh
CC1(C)Cc2cccc(OCC(=O)NCCc3ccc(S(N)(=O)=O)cc3)c2O1,-0.2
Cc1csc(=O)n1CC(=O)Nc1ccc(S(C)(=O)=O)cc1,-0.4
O=C(NCc1ccccc1F)c1cccc(S(=O)(=O)N2CCCCC2)c1,-1.2
CCOC(=O)c1[nH]cnc1C(=O)N1CCC(C)CC1,-0.9
O=C(NCCc1ccc(F)cc1)c1ccc(S(=O)(=O)N2CCCC2)cc1,-1.7
Cc1sc2nc(CSC(C)C(=O)Nc3ccc(Cl)cn3)[nH]c(=O)c2c1C (stereo not drawn),-1.3
Cc1ccc(S(=O)(=O)CCC(=O)NC2CCCCC2)cc1,-0.9
CCCn1c(N)c(C(=O)CSc2ncn[nH]2)c(=O)n(C)c1=O,-1.0
Cc1cnc(NC(=O)c2ccc(-c3ccc([N+](=O)[O-])cc3)o2)s1,0.3
Cc1sc2ncnc(SCC(=O)N3CCOCC3)c2c1C,-1.0
COC(=O)c1ccc(NC(=O)COC(=O)COc2cccc3c2OC(C)(C)C3)cc1,-1.2
CCCN(C(=O)c1ccc(N2CCCC2=O)cc1)C1CCS(=O)(=O)C1 (stereo not drawn),-1.2
COc1ccc(Cl)cc1NC(=O)COC(=O)c1c(-c2ccccc2)noc1C,0.1
COc1ccc(NC(=O)Nc2cccc3c2O[C@H](CN(C)C(=O)Nc2ccc(C(F)(F)F)cc2)[C@@H](C)CN([C@H](C)CO)C3=O)cc1,-1.0
COc1ccc(CNC(=O)c2cc(C3CC3)nc3c2cnn3C(C)C)cc1OC,0.0
O=C(Nc1ccc(S(=O)(=O)N2C[C@@H]3C[C@@H](C2)c2cccc(=O)n2C3)cc1)c1ccc(F)cc1,-1.9
COC(=O)c1ccc(NS(=O)(=O)c2ccc(S(=O)(=O)N3CCOCC3)cc2)cc1,0.5
O=C(Cc1n[nH]c(=O)c2ccccc12)N1CCN(S(=O)(=O)c2ccc(F)c(Cl)c2)CC1,-0.4
Cc1ccsc1CN(C)C(=O)CN1C(=O)NC(c2ccccc2)(c2ccccc2)C1=O,0.3
CN(C)S(=O)(=O)c1ccc(SCC(=O)N2CC(=O)Nc3ccccc32)nc1,-1.5
O=C(Nc1cccc(S(=O)(=O)Nc2ccc(Cl)cc2)c1)c1ccccn1,-0.8
COc1cccc(-c2c(-c3cc(OC)cc(OC)c3)n(C)c3ccc(Br)cc23)c1,-3.3
Cc1cccc(OCCC(=O)OCc2csc(CC(=O)Nc3ccccc3C)n2)c1,-1.5
CN(C)c1ccc(C(=O)OCC#CCSc2nnc(-c3cccc4ccccc34)o2)cc1,-1.1
CCN(c1ccc(C(=O)CSc2nnc(C3CC3)n2C2CC2)cc1)S(C)(=O)=O,-0.8
CSc1ccc(NC(=O)CSc2nc3[nH]c(=O)cc(O)c3s2)cc1,1.2
CCN(Cc1ccccc1)C(=O)COC(=O)c1cc(S(=O)(=O)Nc2ccccc2OC)ccc1O,-0.9
COCc1ccc(-c2ccc3c(c2)c(C#Cc2ccsc2)c(-c2cc(OC)cc(OC)c2)n3C)cc1,0.4
O=C(CN1C(=O)NC2(CCc3ccccc32)C1=O)NCc1cccc(C(F)(F)F)c1 (stereo not drawn),8.0
CC(=O)C[C@@H](O)CC(=O)[C@@H]1OC(=O)CCCCCCCc2ccccc21,0.7
Cc1ccc(S(=O)(=O)N2CCN(C(=O)CNC(=O)c3ccc(Cl)cc3)CC2)cc1,-1.0
CC1CN(C(=O)COC(=O)Cc2c(Cl)cccc2Cl)CC(C)O1 (stereo not drawn),0.1
Cc1ccc(/C=C/C(=O)OCC(=O)NCCc2ccc(S(N)(=O)=O)cc2)o1,-0.6
COc1cc2ccccc2cc1C(=O)NC1CCC(C)CC1 (stereo not drawn),0.1
CCN(CC)S(=O)(=O)c1ccc(N2CC(C(=O)NCCc3ccc(Cl)cc3)CC2=O)cc1 (stereo not drawn),1.0
Cc1cccc(N2CCN(C(=O)c3cccc(S(=O)(=O)N4CCCCC4)c3)CC2)c1C,-0.2
Cc1ccc(CN2C(=O)C(=O)c3cc(C)ccc32)cc1,-0.3
O=C(CSc1nnc2ccccn12)NC(=O)c1ccccc1,0.0
CC(=O)Nc1cccc(O)c1,0.7
CCc1ccc(Nc2nnc(SCC(=O)NC(=O)CN3CCCC3=O)s2)cc1,-1.2
O=C(COC(=O)C1CC2CCCC(C1)C2=O)Nc1ccc(F)c(Cl)c1 (stereo not drawn),-0.5
C=CC[C@@H](CC(=O)N[C@@H](CO)Cc1ccccc1)C(=O)N[C@H](COC(=O)[C@@H](CC=C)CC(=O)OC(C)(C)C)Cc1ccccc1,-1.3
O=C(CSc1ccc2ccccc2n1)NCCCN1CCCC1=O,-0.7
COC(=O)C[C@H](NC(=O)Cn1cnc2c(SC)nc(N)nc21)C(=O)OC,0.1
Cc1cccc(C)c1NC(=O)CNC(=O)C(C)N1CCCCC1 (stereo not drawn),-1.7
COc1cccc(Oc2ccc(C(F)(F)F)cc2NC(=O)CN2C(=O)NC3(CCCC3)C2=O)c1,0.1
CC[C@]12c3[nH]c4ccccc4c3CCN1C(=O)C(CC(=O)NCCCn1ccnc1)C[C@@H]2C(=O)N1CCN(C(=O)C2CC2)CC1 (stereo partly drawn),-0.5
CCOC(=O)c1sc(N)c(C#N)c1COC(=O)C1=COCCO1,-1.3

# Given with tabs: entries from further up
SMILES	STK33 kinase inh
Cc1cccc(N2CCN(C(=O)c3cccc(S(=O)(=O)N4CCCCC4)c3)CC2)c1C	-0.2
Cc1ccc(CN2C(=O)C(=O)c3cc(C)ccc32)cc1	-0.3
O=C(CSc1nnc2ccccn12)NC(=O)c1ccccc1	0.0
CC(=O)Nc1cccc(O)c1	0.7
CCc1ccc(Nc2nnc(SCC(=O)NC(=O)CN3CCCC3=O)s2)cc1	-1.2
O=C(COC(=O)C1CC2CCCC(C1)C2=O)Nc1ccc(F)c(Cl)c1 (stereo not drawn)	-0.5
C=CC[C@@H](CC(=O)N[C@@H](CO)Cc1ccccc1)C(=O)N[C@H](COC(=O)[C@@H](CC=C)CC(=O)OC(C)(C)C)Cc1ccccc1	-1.3
O=C(CSc1ccc2ccccc2n1)NCCCN1CCCC1=O	-0.7
COC(=O)C[C@H](NC(=O)Cn1cnc2c(SC)nc(N)nc21)C(=O)OC	0.1
Cc1cccc(C)c1NC(=O)CNC(=O)C(C)N1CCCCC1 (stereo not drawn)	-1.7
COc1cccc(Oc2ccc(C(F)(F)F)cc2NC(=O)CN2C(=O)NC3(CCCC3)C2=O)c1	0.1
CC[C@]12c3[nH]c4ccccc4c3CCN1C(=O)C(CC(=O)NCCCn1ccnc1)C[C@@H]2C(=O)N1CCN(C(=O)C2CC2)CC1 (stereo partly drawn)	-0.5
CCOC(=O)c1sc(N)c(C#N)c1COC(=O)C1=COCCO1	-1.3

# Next results:
SMILES,STK33 kinase inh
O=C(OCC(=O)N1CCCCC1)c1ccc(OC(F)(F)F)cc1,-0.9
CCC(CC)NC(=O)C1CCN(c2ccc(S(=O)(=O)N3CCOCC3)cc2[N+](=O)[O-])CC1,-0.7
CCN(C[C@H]1N[C@@](Cc2ccccc2)(C(=O)OC)[C@H]2C(=O)N(Cc3ccccc3)C(=O)[C@@H]12)S(=O)(=O)c1ccc(OC(F)(F)F)cc1,-0.2
O=C(CCc1nc2ccccc2c(=O)[nH]1)Nc1cc(C(F)(F)F)ccc1N1CCCC1,-0.1
COc1ccc(/[N+]([O-])=C/c2ccoc2)cc1,-1.7
CC(=O)O[C@@]1(C)C[C@@H](O)[C@]2(O)C=CO[C@@H](O[C@@H]3O[C@H](CO)[C@@H](O)[C@H](O)[C@H]3O)[C@@H]21,0.6
COc1cc([N+](=O)[O-])ccc1NC(=O)C1CCCN(S(C)(=O)=O)C1 (stereo not drawn),-0.3
CCOc1cc(C(=O)Nc2cc(F)ccc2C)ccc1OCC(=O)N1CCOCC1,-2.5
O=C(COc1ccccc1F)Nc1ccccc1C(=O)NC1CC1,0.0
O=C(COC(=O)c1ccc2c(c1)OCO2)Nc1ccccc1OC(F)F,-2.7
CCOc1ccc(CN(C)C(=O)CCNC(=O)c2ccco2)cc1,0.1
O=C1N[C@@H](c2ccccc2)COC(=O)[C@H](Cc2ccc(F)cc2)CC/C=C/C[C@H]1CC(=O)N(CCO)Cc1ccccc1,-0.6
O=C(COC(=O)c1ccc(S(=O)(=O)N2CCCC2)cc1)Nc1cccc(Cl)c1,-1.6
C[C@H](CO)N1C[C@H](C)[C@@H](CN(C)C(=O)NC2CCCCC2)Oc2ccc(NS(=O)(=O)c3ccc(F)cc3)cc2C1=O,0.6
O=[N+]([O-])c1cccc(S(=O)(=O)Nc2ccc3cn[nH]c3c2)c1,3.0
Cc1c(C(C)CCCO)oc(=O)c2c1Oc1c(C)c(C(C)C[C@H](C)O)oc(=O)c1C2 (stereo partly drawn),-1.0
O=C(CNC(=O)C1CC1)Nc1ccc(F)c(F)c1F,0.2
O=C(CN1C(=O)NC2(CCCCC2)C1=O)Nc1cccc(Cl)c1Cl,0.1
COc1cc(NC(=O)COC(=O)CO/N=C(\C)c2ccc3c(c2)OCO3)cc(OC)c1,-0.2
O=C(O)c1cc(-c2ccccc2)nc(-c2ccccc2)c1,-2.5
c1ccc(CCC2Cc3ccccc3N2)cc1 (stereo not drawn),-1.1
CC(C)CC(=O)N1CCN(S(=O)(=O)c2ccc(C3CCCCC3)cc2)CC1,-1.0
CC(C)[C@H](NC(=O)c1ccc(Cl)cc1Cl)C(=O)NNc1cccc(C(=O)O)c1,5.0
O=C(N[C@H]1C/C=C\C[C@@H](CC(=O)N(CCO)Cc2ccccc2)C(=O)N[C@H](Cc2c[nH]c3ccccc23)COC1=O)OCC1c2ccccc2-c2ccccc21,-0.9
Fc1cc(F)cc(-c2c(-c3ccccc3)ncc3ccc(F)cc23)c1,-1.7
COc1cc(NC(=O)c2[nH]cnc2C(N)=O)cc(C(=O)Nc2cccc(C(F)(F)F)c2)c1,-1.9
CCCn1c(N)c(C(=O)CSc2nnc3ccccn23)c(=O)[nH]c1=O,-0.6
CSc1ccccc1NC(=O)CN(C)C(=O)c1ccc(NC(=O)c2cccs2)cc1,-0.5
CC(NC(=O)c1ccccc1)C(=O)NNC(=O)c1ccccc1Cl (stereo not drawn),0.4
C#CCOCCOCCOCCNc1nc(N2CCN(C(=O)[C@H]([C@@H](C)CC)n3cc([C@@H](N)CO)nn3)CC2)nc(N2CCN(C(=O)[C@H](CCCCN)n3cc([C@@H](N)CO)nn3)CC2)n1,-1.3
NC(=O)c1ccsc1NC(=O)COC(=O)CNC(=O)c1cccc([N+](=O)[O-])c1,0.0
COc1ccc(OC)c(/C=C/C(=O)OCC(=O)NC2CCCCCCC2)c1,-0.6
CCOC(=O)C1=CC[C@H]2c3c(c4ccccc4n3C)C(=O)C1N2C,0.2
COc1ccc(Cc2cc(NCc3ccccc3)c3ncn(C(C)C)c3c2)cc1,0.4
O=C(OCC(=O)c1c[nH]c2ccccc12)c1cccc([N+](=O)[O-])c1,-0.8
Cc1ccc(NC(=O)CN2C(=O)NC(C)(CC(C)C)C2=O)c(Br)c1 (stereo not drawn),-2.8
COc1ccc(NC(=O)C(C)N=C2NS(=O)(=O)c3ccccc32)cc1S(N)(=O)=O (stereo not drawn),-1.0
CC1CCCCC1NC(=O)COc1cccnc1[N+](=O)[O-] (stereo not drawn),-1.3
CC1CCC(NC(=O)CN2CCN(S(=O)(=O)c3cccs3)CC2)CC1 (stereo not drawn),-0.5
COc1ccc(C=O)cc1C1=CC(=O)C[C@H](c2ccc(Cl)cc2)C1,0.7
CCN(c1ccccc1)S(=O)(=O)c1ccc(C(=O)NCCCN2CCOCC2)cc1,-0.8
NS(=O)(=O)c1ccc(CNC(=O)c2ccc(C(=O)c3ccccc3)cc2)cc1,-0.2
Cc1ccccc1OCC(=O)OCC(=O)NC1CC1,-1.1
NS(=O)(=O)c1cccc(NC(=O)COC(=O)CNC(=O)c2ccc(-c3ccccc3)cc2)c1,-0.1
Cc1noc(C)c1NC(=O)Nc1ccc2c(c1)C(=O)N([C@H](C)CO)C[C@H](C)[C@@H](CN(C)S(=O)(=O)c1c(C)noc1C)O2,0.7
O=C(CNC(=O)c1ccccc1F)NCCc1ccccc1F,-1.3
COc1ccc(C(C)(C)C)cc1NC(=O)CCn1[nH]c(=O)ccc1=O,-1.5
O=C(C1CCN(S(=O)(=O)c2ccccc2F)CC1)N1CCN(Cc2ccc3c(c2)OCO3)CC1,-1.2
CCOC(=O)c1c(C)[nH]c(C(=O)COc2ccc3ccc(=O)oc3c2)c1C,-1.2
Cc1c(NC(=O)c2ccc(S(=O)(=O)Nc3ccccc3F)cc2)c(=O)n(-c2ccccc2)n1C,-1.3
CS(=O)(=O)Nc1ccccc1C(=O)OCC(=O)NC1CC1,-2.1
CC1CCCN(CC(O)COc2ccc(S(=O)(=O)N3CCCC3)cc2[N+](=O)[O-])C1 (stereo not drawn),-0.7
Cc1cc(C(=O)NCC(=O)OCC(=O)NCC2CCCO2)ccc1[N+](=O)[O-] (stereo not drawn),0.1
O=C(COC(=O)C1CCN(c2ccc(C(F)(F)F)cn2)CC1)Nc1ncc(Cl)cc1Cl,-0.5
Cc1ccccc1C#N,-0.9
COc1ccc(C(=O)NNC(=O)Cc2nc3ccccc3n2C)cc1,-1.5
COc1ccc(NC(=O)COC(=O)CCC2CCCC2)c(OC)c1,0.1
CNc1snc(C)c1C(=O)OC(C)C(=O)Nc1ccccc1 (stereo not drawn),1.1
CN(C(=O)COC(=O)c1ccc(CN2CCCC2=O)cc1)c1ccccc1,-1.1
CCC(C)NC(=O)c1ccc(Cl)c(S(=O)(=O)Nc2ccccc2N2CCOCC2)c1 (stereo not drawn),-0.4
# (next part)
SMILES,STK33 kinase inh
C=CCn1c(SCC(=O)NCC2CCCO2)nc2sc(CC)cc2c1=O (stereo not drawn),1.0
CC(=O)c1c(C)[nH]c(C(=O)N2CCN(S(=O)(=O)c3ccc(C)cc3C)CC2)c1C,0.3
C[C@@]12CCC[C@H](O1)[C@@H]([C@H](O)c1ccccc1)O2,0.2
COc1ccc(S(=O)(=O)N(C)C[C@H]2Oc3ccc(NC(=O)Nc4c(C)noc4C)cc3C(=O)N([C@H](C)CO)C[C@@H]2C)cc1,-0.2
